# Bioassay records: PubChem, National Center for Advancing Translational Sciences (NCATS)
# aGal spleen mod = inhibits or activates alpha-galactosidase in human spleen homogenate | AID 2107 | hit rate 0.008% among 240,000 | Potency, µM (titrated, usually from 80 µM), without a hit: at the highest dose activity change, negative = inhibition, hits mostly inhibitors | human spleen homogenate, 4MU-alpha-Gal fluorescence, 40 min;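 also: potency is read from the fitted curve at half-maximal effect; 0% = enzyme with vehicle and -100% = no enzyme basal signal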
#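 Human spleen homogenate (1 ug) as enzyme source, 4-methylumbelliferyl-alpha-D-galactopyranoside 1 mM final, citrate/phosphate pH 5.0 with 0.01% Tween-20. Compounds 40 min at 37C, NaOH/glycine stop; fluorescence Ex 365/Em 440, Hill-fit AC50.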
# TRb-SRC2 inh = disrupts binding of human TR beta to SRC2 | P10828 | TRbeta-SRC2 peptide binding, fluorescence polarization; receptor liganded with 1 µM T3 | Potency, µM (series often up to 106 µM), for inactives: top-dose activity change, negative = inhibition, actives largely listed as inhibitors | hit rate 0.065% among 280,000 | AID 1469;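 also: potency is read from the fitted curve at half-maximal effect; plate controls were bound peptide for no effect and peptide without receptor for full effect; nearly all actives have a fitted effect of over 50% in size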
# Target sequence (P10828 whole entry, looked up): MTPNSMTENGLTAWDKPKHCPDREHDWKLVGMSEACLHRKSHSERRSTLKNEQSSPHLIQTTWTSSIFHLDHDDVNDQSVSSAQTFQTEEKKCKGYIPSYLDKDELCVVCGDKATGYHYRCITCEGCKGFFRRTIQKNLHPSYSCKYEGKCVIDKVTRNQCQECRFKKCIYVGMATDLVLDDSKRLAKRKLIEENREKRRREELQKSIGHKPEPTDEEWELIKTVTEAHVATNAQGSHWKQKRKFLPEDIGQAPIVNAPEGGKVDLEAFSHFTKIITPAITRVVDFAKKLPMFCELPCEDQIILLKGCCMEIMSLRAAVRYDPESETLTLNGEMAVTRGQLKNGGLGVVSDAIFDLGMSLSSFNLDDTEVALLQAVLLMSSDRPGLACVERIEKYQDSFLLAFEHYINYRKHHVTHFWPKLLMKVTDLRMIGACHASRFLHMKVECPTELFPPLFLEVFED
#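 Quantitative HTS by FP: 0.6 uM TRb LBD, 20 nM labeled SRC2 20-mer, 1 uM T3, 5% DMSO; 5 hr ambient incubation; % activity per concentration and potencies from concentration series.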
# NPSR antagonist = neuropeptide S receptor (human) antagonism, cAMP; Q6W5P4; CHO-NPSR cells, cAMP TR-FRET, antagonist mode; Potency, µM (series often up to 38.3 µM), for inactives: top-dose activity change, negative = inhibition, actives largely listed as inhibitors; hit rate 1% among 220,000; AID 1461; also: potency is read from the fitted curve at half-maximal effect; % is scaled to controls: 0 for no effect and ±100 for the full control effect; nearly all actives have a fitted effect of over 50% in size; many of its hits are not listed in these tables
# Target sequence (Q6W5P4 whole entry, looked up): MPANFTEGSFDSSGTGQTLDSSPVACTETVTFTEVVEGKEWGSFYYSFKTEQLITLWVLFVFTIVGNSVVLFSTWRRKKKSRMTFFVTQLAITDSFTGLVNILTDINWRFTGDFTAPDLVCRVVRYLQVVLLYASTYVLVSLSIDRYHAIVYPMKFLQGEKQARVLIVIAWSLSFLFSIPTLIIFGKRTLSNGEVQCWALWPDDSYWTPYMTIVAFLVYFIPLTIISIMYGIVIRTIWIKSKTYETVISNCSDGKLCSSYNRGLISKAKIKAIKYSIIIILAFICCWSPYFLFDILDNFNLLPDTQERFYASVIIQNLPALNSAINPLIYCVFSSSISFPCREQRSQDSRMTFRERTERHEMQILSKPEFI
# TexasRed fluor = counter-screen for TRb-SRC2 inhibitors: fluorescence interference; TRb/SRC2 Texas Red total fluorescence interference; Potency, µM (doses to about 106 µM), for the others: at the top dose fluorescence change, negative = quenching; hit rate 0.29% among 280,000; active = well fitted curve in either direction with a large enough effect; inconclusive = small, poorly fitted or top-dose-only effect; also: potency is read from the fitted curve at half-maximal effect; % is scaled to controls: 0 for no effect and ±100 for the full control effect
#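 Human TRβ ligand-binding domain (0.6 uM) and Texas Red SRC2 peptide (20 nM) in Tris buffer with 1 uM T3 and 5% DMSO were incubated with pinned compound for 5 hr at ambient temperature. Total fluorescence was computed as S + 2P (555/632 nm).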
# CBFb RUNX1 block = CBF-beta/RUNX1 interaction disruption | Q01196+Q13951 | AlphaScreen CBFb-His/RUNX1-biotin binding, biochemical | Potency, µM (doses to about 59.8 µM), without a hit: at the top dose activity, negative = inhibition, actives largely listed as inhibitors | 230,000 tested, under 10 active; also: % of control where 0% means no effect
#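 AlphaScreen binding: CBFb-His and RUNX1-biotin (30 nM each) preincubated 20 min, compound added for 15 min, then nickel and streptavidin beads for 90 min, all at room temperature. Disruption of the interaction by any mechanism counts as activity.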
# Epigenetic derep = derepresses silenced GFP reporter in murine cells. murine LDR cells, GFP reporter derepression, 30 h. Potency, µM (doses to about 53.9 µM), without a hit: at the highest dose GFP activation, usual class: activators. hit rate 0.2% among 280,000. AID 1865; also: potency is read from the fitted curve at half-maximal effect; % of control where 0% means no effect; nearly all actives have a fitted effect of over 60% in size
#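 Readout is the number of GFP-expressing murine LDR cells, counted by cytometry following washing. Cells were treated with compound for 30 h at 37 C; the stably integrated CMV-GFP locus is normally silent.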
# Tau FP inhib = tau fibrillization inhibition (FP); hit rate 0.39% among 280,000; Potency, µM (series often up to 57.7 µM), for inactives: at the highest dose activity, negative = inhibition, actives largely listed as inhibitors; P10636; K18 P301L tau heparin fibrillization, Alexa594 FP, 6 h; also: potency is read from the fitted curve at half-maximal effect; % is scaled to controls: 0 for no effect and ±100 for the full control effect; nearly all actives have a fitted effect of over 55% in size
# Target sequence (P10636 561-689 P618L limits assumed): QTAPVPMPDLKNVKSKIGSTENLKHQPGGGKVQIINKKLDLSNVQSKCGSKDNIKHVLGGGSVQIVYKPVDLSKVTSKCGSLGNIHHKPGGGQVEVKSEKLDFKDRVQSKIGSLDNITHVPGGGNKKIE
#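 Heparin (20 uM) drove fibril formation of recombinant tau K18 P301L, 15 uM unlabeled with 0.24 uM Alexa 594 label, for 6 hr at 37 C in 100 mM sodium acetate pH 7. Fluorescence polarization (555/632 nm) read 1 hr after 30 uM ThT.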
# Tau fluor counter = counter-screen for tau fibril formation inhibitors | tau K18 P301L Alexa594 fluorescence, heparin fibrillization | Potency, µM (series often up to 57.7 µM), without a hit: at the top dose activity change, negative = decrease | hit rate 0.93% among 280,000 | AID 1463; also: potency is read from the fitted curve at half-maximal effect; % is scaled to controls: 0 for no effect and ±100 for the full control effect; nearly all actives have a fitted effect of over 55% in size
#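 Human tau K18 P301L (15 uM unlabeled, 0.24 uM Alexa 594-labeled) in 100 mM sodium acetate pH 7 with 20 uM heparin, 6 hr at 37 C. ThT 30 uM added, 1 hr ambient; Alexa 594 FP and total fluorescence read at 555/632 nm.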
# An asterisk follows results filed as active; ? = inconclusive; · = not tested or not shown; [ ] = another dose, or the depositor's remark. Unless noted, calls follow the shape of the dose curve; as a rule, active = well fitted curve in the direction sought with a large enough effect; inconclusive = small, poorly fitted or top-dose-only effect, or another doubt; inactive = no such curve, though single readings can be large; an effect the other way counts as inactive or inconclusive.
SMILES,aGal spleen mod,TRb-SRC2 inh,NPSR antagonist,TexasRed fluor,CBFb RUNX1 block,Epigenetic derep,Tau FP inhib,Tau fluor counter
CC1CN(Cc2nc3c(c(=O)[nH]c(=O)n3C)n2CCCc2ccccc2)CC(C)O1 (stereo not given),5%,-18%,-5%,-4%,-1%,-1.0%,-11%,-1%
CC(C)(C)c1ccc(C(=O)CC(=O)c2cc(Cl)ccc2O)cc1,-2%,-2%,-22%[46.1 µM],-1%,-2%,-2.6%,-5%,-14%
O=C(Nc1ccccc1NC(=O)NC1CCCCC1)NC1CCCCC1,5%,1%,-14%[46.1 µM],-6%,5%,7.0%,0%,6%
Cc1ccc(NC(=O)CNc2ccc(OC(C)C)cc2)cc1,7%,-12%,-11%[46.1 µM],-6%,?,-0.8%,4%,-24%
COC1=C[C@@H](C)C2CC3OC(=O)C[C@H]4C(C)=C(OC)C(=O)C([C@@]2(C)C1=O)[C@@]34C (stereo not given in full),-2%,-6%,·,-1%,-2%,1.1%,-2%,-4%
Cc1c2cnn(-c3ccccc3)c(=O)c2c(C)n1CCCC(=O)Nc1cc(F)ccc1F,·,-5%,·,-1%,·,1.4%,-5%,-21%
O=C(CSc1nc(NS(=O)(=O)c2ccccc2)cc(=O)[nH]1)Nc1ccc(F)cc1,2%,0%,-7%[46.1 µM],0%,4%,4.7%,?,-9%
Cc1ccc2c(c1)C1CN(C)CCC1N2C(=S)Nc1ccc(OC(F)F)cc1 (stereo not given),-3%,-3%,5%,1%,0%,-2.3%,-4%,-11%
CCOC(=O)c1ccccc1NC(=O)CSc1nc(N)cc(=O)[nH]1,2%,0%,5%,3%,10%,-0.3%,-8%,6%
Cc1ccc(OCc2n[nH]c(=S)n2Cc2ccccc2)cc1,-7%,-2%,?,-4%,-15%,1.1%,3%,-9%
C/C(CC(=O)N(C(C)C)C(C)C)=N\NC(=O)COc1ccc(Br)cc1Br,1%,-3%,6%,-4%,-5%,-0.9%,-8%,-1%
COC(=O)[C@H](CC(C)C)NC(=O)NCc1ccc(Cl)cc1,16%,-4%,2%,-2%,14%,0.0%,-3%,-5%
Cc1ccc(NC(=O)C(C)N2C(=O)c3ccccc3C2=O)cc1S(=O)(=O)N1CCOCC1 (stereo not given),-12%,4%,2%,-3%,-2%,-4.5%,-2%,-5%
Cc1cccc(N2C(=O)CC(N(C(=O)c3ccco3)c3cccc(C)c3)C2=O)c1 (stereo not given),2%,-8%,-12%[46.1 µM],4%,-11%,-1.0%,4%,-4%
CCCCC1(C)Cc2ccccc2C(=S)N1 (stereo not given),-7%,-1%,-15%[46.1 µM],-1%,-14%,-1.1%,0%,-4%
COc1cc2c(cc1OC)C1CCC3=C([C@H](C)OC3=O)N1CC2 (stereo not given in full),2%,3%,·,-2%,-1%,-0.3%,-18%,-7%
O=C(O)c1ccccc1S(=O)(=O)NCC(O)COc1ccc(Br)cc1 (stereo not given),-2%,-7%,-12%[46.1 µM],-7%,7%,-1.1%,-6%,-1%
Cc1ccc(Sc2ccc(N3CCCC(C(=O)Nc4ccc(Br)cc4)C3)nn2)cc1 (stereo not given),·,5%,·,-7%,·,-1.8%,2%,-21%
CCOC(=O)c1c(NC(=O)c2cc(=O)c3cc(C)cc(C)c3o2)sc(C)c1C,·,-2%,·,?,·,-1.9%,-6%,-21%
O=C(CN1CCN(CC(=O)Nc2ccccc2F)CC1)Nc1ccc(Cl)c(C(F)(F)F)c1,·,1%,·,-4%,·,2.8%,?,?
Cc1ccc(-n2nnnc2SCC(=O)NNC(=O)c2ccco2)cc1C,-13%,3%,-2%[46.1 µM],-1%,2%,-2.7%,1%,-6%
COc1ccc(C)cc1S(=O)(=O)Nc1cccc(-c2ccc(N3CCCC3)nn2)c1,·,1%,·,2%,·,16%,-3%,2%
Cc1ccc(-n2cc(CNCCc3ncc(C)[nH]3)c(-c3ccc(F)cc3)n2)cc1,3%,0%,-50%,-2%,6%,-5.2%,4%,-17%
N#Cc1c(-c2ccccc2)cc(-c2ccco2)c(C#N)c1N,27%,-5%,-10%[46.1 µM],7%,5%,?,-15%,-15%
O=C(COc1c(Cl)cccc1Cl)NN1C(=O)CSC1=S,-11%,5%,10%,4%,-9%,-3.9%,-12%,-8%
# (further entries)
SMILES,aGal spleen mod,TRb-SRC2 inh,NPSR antagonist,TexasRed fluor,CBFb RUNX1 block,Epigenetic derep,Tau FP inhib,Tau fluor counter
O=c1oc2cc(OCc3nn[nH]n3)ccc2c2c1CCCC2,-1%,-4%,-27%[46.1 µM],-1%,2%,1.2%,?,-10%
O=[N+]([O-])c1ccc(/C=C/C2=NN(c3ccccc3)C(c3ccco3)C2)o1 (stereo not given),-9%,?,-42%,20%,?,13µM*,1%,?
O=C(COc1cccc(Br)c1)N/N=C/C(=O)c1ccccc1,-1%,-2%,-8%,-2%,3%,2.9%,?,?
COc1cc(S(=O)(=O)N2CCC(c3nc4ccccc4s3)CC2)ccc1S(=O)(=O)N1CC(C)CC(C)C1 (stereo not given),15%,5%,3%[46.1 µM],-4%,-3%,-0.8%,4%,8%
NS(=O)(=O)c1ccc(N2N=C(c3ccccc3)CC2c2ccc(F)cc2)cc1 (stereo not given),?,-1%,4%[46.1 µM],-4%,?,-2.3%,12%,?
CN1C(=O)N(C)C2(c3ccccc3)NC(=O)NC12c1ccccc1 (stereo not given),0%,0%,7%[46.1 µM],0%,-1%,-3.0%,5%,1%
CC(=O)N(c1ccccc1)c1nc(/C=C/C(=O)Nc2c(C)cc(C)cc2C)cs1,0%,6%,11%,-1%,-2%,-1.0%,9%,-1%
Cc1ccnc(NC(=O)c2cc(S(=O)(=O)N3CCCCC3)ccc2Cl)c1,18%,3%,-2%[46.1 µM],-2%,-4%,-0.3%,-5%,-13%
CCCCS(=O)(=O)/C=C\C=C/S(=O)(=O)CCCC,-1%,-6%,5µM*,0%,13%,1.8%,?,-5%
CC1CCC2(CC1)NC(=O)N(CC(=O)NCc1ccc3c(c1)OCO3)C2=O (stereo not given),-2%,-5%,7%,-4%,13%,-0.1%,-1%,-4%
CC(C)C(C(=O)Nc1nccs1)c1ccccc1 (stereo not given),5%,-13%,-16%[46.1 µM],2%,-3%,-0.7%,1%,-10%
O=c1cc(-c2ccccc2)c2cc(Cl)c3c(c2o1)CN(Cc1ccccc1)CO3,·,-1%,·,1%,·,-1.9%,-7%,-23%
CCn1c(Cl)c(C=O)s/c1=N\S(=O)(=O)c1ccccc1,-5%,-2%,10µM*,1%,-5%,-1.8%,7.1µM*,-27%
Cc1ccc(C(=O)OCC(=O)NC(=O)c2cccn2C)cc1[N+](=O)[O-],10%,-2%,-6%[7.67 µM],-4%,4%,-0.4%,1%,-12%
Cc1ccc(Nc2nnc(SC3CCOC3=O)s2)cc1 (stereo not given),-4%,3%,22%,0%,7%,-1.0%,14%,4%
COc1ccc(NC(=O)Cn2nc(C(F)(F)F)c3c2CCCC3)c(OC)c1,-5%,-4%,-14%[46.1 µM],-1%,13%,0.9%,12%,-16%
Cc1nc2ccccc2n1CC(O)Cn1c2ccccc2c2ccccc21 (stereo not given),-10%,-3%,-20%[46.1 µM],-1%,-1%,-0.8%,?,?
O=C(NCCc1ccccc1)C1CCN(S(=O)(=O)N2CCC3(CC2)OCCO3)CC1,-5%,2%,-7%[46.1 µM],2%,10%,-6.1%,15%,-7%
O=C(Nc1ccc2oc(-c3ccccc3F)nc2c1)c1ccccc1Cl,·,2%,·,-15%,·,-0.8%,?,-22%
CSc1nc(=S)cc(C)[nH]1,5%,4%,1%[7.67 µM],1%,6%,2.7%,?,-23%
NS(=O)(=O)c1ccc(N/N=C/c2cn(-c3ccccc3)nc2-c2cccs2)cc1,7%,1%,?,-3%,-4%,-1.8%,-11%,13µM*[quencher]
O=C(Nc1ccc(Cl)cc1)N1CCSCC1,-14%,1%,-1%[46.1 µM],-3%,-5%,-0.2%,11%,-7%
CC1(C)CC(=O)N(CC(=O)NCc2ccccc2)c2ccccc2S1(=O)=O,0%,-13%,-1%[46.1 µM],4%,11%,0.0%,-6%,13%
O=C(NCCCNc1ccc([N+](=O)[O-])cc1Cl)c1ccccc1F,1%,-1%,-15%,0%,-9%,8.4%,-10%,-24%
Cn1c(=O)c2c(ncn2CC(=O)OCC(=O)Nc2cccc(Cl)c2)n(C)c1=O,7%,-8%,12%,-5%,3%,-0.2%,-3%,-5%
# The listing continues.
SMILES,aGal spleen mod,TRb-SRC2 inh,NPSR antagonist,TexasRed fluor,CBFb RUNX1 block,Epigenetic derep,Tau FP inhib,Tau fluor counter
N#Cc1cc2c(=O)n3ccccc3nc2n(Cc2ccco2)c1=NC(=O)c1ccco1,0%,-8%,-17%,-3%,0%,?,0%,-12%
Cc1ccc(Cn2c(CNC(=O)c3ccccc3Br)nc3cccnc32)cc1,·,-11%,·,0.01µM*[quencher],·,0.0%,6%,-9%
Cc1ccc(CNC(=O)C2CCN(S(=O)(=O)c3ccc4c(c3)OCCCO4)CC2)cc1,-10%,2%,-10%[46.1 µM],-15%,-2%,0.0%,-3%,-11%
Cn1c(=O)c2c(nc(SCCN3CCCCC3)n2C)n(C)c1=O,5%,-3%,8%[46.1 µM],0%,-1%,2.4%,-5%,-1%
Cc1ccc(CSc2nc3cccnc3n2Cc2ccc(C(=O)NCc3cccs3)cc2)cc1,·,0%,·,8%,·,17%,-7%,-8%
O=C(Cc1ccc(F)cc1)NCc1ccc2c(c1)CCN2C(=O)c1ccc(F)cc1,·,0%,·,1%,·,-1.3%,-11%,-4%
COc1ccc(NC(=O)c2ccc(-c3ccccc3)cc2)cc1S(=O)(=O)N1CCOCC1,8%,0%,-18%,-2%,-4%,7.7%,-6%,-16%
Cn1c(CNC(=O)OC(C)(C)C)n[nH]c1=S,6%,-7%,20%,4%,1%,0.0%,-9%,-1%[2.34 µM]

# Only part of the results is shown, so the mix of outcomes need not match the whole.
